# Nrf2 inh – blocks Nrf2 signaling. hit rate 2.1% among 360,000. Potency, µM (titrated, usually from 46 µM), for the others: top-dose activity change, negative = inhibition, actives largely listed as inhibitors. A549 ARE-Fluc reporter, luciferase luminescence, 18-24 h; also: potency is read from the fitted curve at half-maximal effect; % is scaled to controls: 0 for no effect and ±100 for the full control effect; nearly all actives have a fitted effect of over 60% in size
#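 Quantitative HTS in A549 cells stably bearing an antioxidant response element-firefly luciferase construct. Inhibition of Nrf2-driven transcription was scored by luminescence after 18-24 h of compound exposure at 37 °C.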
# S2 tox – reduces viability in counter-screen for ATXN expression inhibitors; S2 cells (HEK-293 line with an ATXN2-luciferase reporter) viability, CellTiter-Fluor protease fluorescence, 24 h; Potency, µM (series often up to 56.7 µM), usual class: cytotoxic; hit rate 0.49% among 400,000; AID 651635; also: potency is read from the fitted curve at half-maximal effect; nearly all actives have a fitted effect of over 40% in size
# Nrf2 activator – activators of Nrf2 (ARE) signaling; AID 624171; Potency, µM (titrated, usually from 46.1 µM), for the others: top-dose activation, hits mostly activators; hit rate 0.31% among 410,000; AREc32 ARE-luciferase reporter (MCF7-derived line), luminescence, 24 h; also: potency is read from the fitted curve at half-maximal effect; % of control where 0% means no effect; nearly all actives have a fitted effect of over 65% in size
#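 Nrf2 activation is followed as ARE-luciferase induction in the AREc32 line after one day of compound treatment; luminescence is read with Steady-Glo.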
# A549 viability – kills or reduces viability of A549 cells in Nrf2 counter-screen. A549 ARE-Fluc cells, CellTiter-Fluor viability, 18-24 h. Potency, µM (highest dose often 46 µM), inactives show at the top dose activity change, negative = cytotoxicity, actives largely listed as inhibitors. hit rate 0.16% among 390,000; also: potency is read from the fitted curve at half-maximal effect; % is scaled to controls: 0 for no effect and ±100 for the full control effect
#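 A549 ARE-Fluc cells in 5% FBS OPTI-MEM, 5000 cells/well, rested 2 h then exposed to compounds in concentration-response for 18-24 h at 37 °C. Viability by CellTiter-Fluor fluorescence (Ex 405/Em 525) after 30 min; luciferase luminescence (BugLite, 15 min, RT) read afterwards.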
# CCT modulator – modulators of cytosolic chaperonin (CCT/TRiC) activity; purified chaperonin ATPase assay, HTRF ADP detection, 30 min; activity change, % (concentration not given with the values), hits read low; hit rate 0.3% among 360,000; AID 651819; in the data active = activity change below about -30%; also: % is scaled to controls: 0 for no effect and ±100 for the full control effect
#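 TRiC at 40 or 20 nM final (batch-dependent) in 30 mM Tris pH 7.4, 100 mM KCl, 5 mM MgCl2, 1 mM DTT, with compound at single 76 uM and 10 uM ATP, 30 min at 37 deg C. ADP detected by HTRF Transcreener, 665/615 ratio.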
# TGFb SMAD3 inh – inhibitors of TGF-b signaling. hit rate 1.2% among 410,000. HepG2 CAGA-GFP TGF-b/SMAD3 reporter, GFP fluorescence, 18 h; TGF-beta stimulated, 500 pg/mL final. Potency, µM (series often up to 46.1 µM), for inactives: at the top dose activity, negative = inhibition, hits mostly inhibitors. AID 588855; also: potency is read from the fitted curve at half-maximal effect; % is scaled to controls: 0 for no effect and ±100 for the full control effect; nearly all actives have a fitted effect of over 65% in size
#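 Smad-responsive CAGA-GFP expression was quantified in HEPG2 cells exposed to compounds and 500 pg/mL final TGF-beta for 18 h at 37 degrees C; unstimulated wells defined full inhibition.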
# HepG2 tox – kills HepG2 cells in TGF-b inhibitor counter-screen | HepG2 CAGA-GFP viability, ATP luminescence, 18 h | hit rate 0.76% among 410,000 | Potency, µM (highest dose often 46.1 µM), inactives show at the highest dose activity change, negative = cytotoxicity, actives largely listed as cytotoxic; also: potency is read from the fitted curve at half-maximal effect; some results filed as inactive show a strong effect at the top dose
#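 CellTiter-Glo luminescence gave cytotoxicity after 18 hours at 37 degrees C. The cells were HepG2 CAGA-GFP in 1% FBS DMEM, stimulated with 500 pg/mL TGF-beta after compound addition. %Activity was normalised to no-cell wells (complete cell-killing) and DMSO (no toxicity), and curves were fitted and classified.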
# pAkt inh – Akt phosphorylation inhibition | activity change, % for hits at 50 µM | AID 651550 | hit rate 0.32% among 360,000 | Neuro2A IGF-stimulated pAkt S473 HTRF, 20 min; active compounds read low; in the data active = activity change below about -80%; inconclusive = mostly about -51% to -80%; also: % is scaled to controls: 0 for no effect and ±100 for the full control effect
#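 Neuro2A cells (4,500/well, DMEM with 0.5% FBS) were treated with compound at a single 50 µM final concentration, stimulated with 6 nM IGF for 20 min at 37 °C, and lysed. Phospho-Akt Ser473 was read by HTRF as 665/615 ratio ×10^4.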
# MmCpn inh – inhibitors of Methanococcus maripaludis chaperonin (MmCpn); purified Mm-Cpn ATPase, ADP Transcreener TR-FRET; Potency, µM (doses to about 76.9 µM), inactives show top-dose activity, negative = inhibition, usual class: inhibitors; hit rate 0.031% among 330,000; also: potency is read from the fitted curve at half-maximal effect; % is scaled to controls: 0 for no effect and ±100 for the full control effect; nearly all actives have a fitted effect of over 80% in size
#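 Quantitative HTS used 25 nM Mm-CPN and 10 uM ATP in magnesium/KCl Tris buffer, pH 7.4, with 1 mM DTT. Hydrolysis ran 30 min at 37°C; ADP was read by HTRF.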
# An asterisk follows results filed as active; i = inactive; ? = inconclusive; . = not tested or not shown; [ ] = another dose, or the depositor's remark. Unless noted, calls follow the shape of the dose curve; as a rule, active = well fitted curve in the direction sought with a large enough effect; inconclusive = small, poorly fitted or top-dose-only effect, or another doubt; inactive = no such curve, though single readings can be large; an effect the other way counts as inactive or inconclusive. Outcome played no part in choosing rows; overall some 4.4% were active at least once.
SMILES	Nrf2 inh	S2 tox	Nrf2 activator	A549 viability	CCT modulator	TGFb SMAD3 inh	HepG2 tox	pAkt inh	MmCpn inh
O=C1[C@H]2[C@@H](c3ccc(F)cc3)N3C(=O)N(c4cccc(Cl)c4)C(=O)[C@@]3(Cc3ccccc3)[C@H]2C(=O)N1C1CCCCC1	?	i	0.4%	-1%	-1.3	-12%	3%	i	0%
Clc1ccc(C2=Nn3c(nnc3-c3n[nH]c4c3CCC4)SC2)cc1	.	?	24%	?	-0.1	?	-52%	i	0%
CC(=O)c1cccc(NC(=O)CSc2nnc(C(C)N(C)C)n2-c2ccc(F)cc2)c1 (stereo unspecified)	-24%	i	-1.5%	-1%	-0.1	-1%	-8%	i	2%
CCN(CC)CCn1c2c(c(SCC(=O)Nc3cccc4ccccc34)nc1=O)CCC2	13%	i	3.5%	-11%	0.8	15%	-77%	i	3%
O=C(Nc1ccc(O)cc1C(=O)O)c1cccc(Br)c1	-5%	i	3.7%	-12%	-2.0	-2%	-18%	i	-2%
COc1cc(C(=O)NCC(=O)NNC(=O)C2COc3ccccc3O2)cc(OC)c1OC (stereo unspecified)	?	i	-0.4%	0%	-1.0	0%	-2%	i	-1%
COCCn1c(SCC(=O)N2CCCC2)nnc1-c1ccoc1C	-6%	i	-0.3%	-4%	-0.3	1%	-13%	i	3%
OC(CC#CCN1CCCC1)(c1ccccc1)c1ccccc1	5%	i	-0.3%	0%	2.2	-10%	-2%	i	3%
N#Cc1ccsc1NC(=O)CSc1nnc(NC2CC2)s1	.	i	6.7%	.	0.1	5%	-4%	i	.
Cn1ccc2c(-c3ccc(C(C)(C)C)cc3)cc3c(c21)C1CCC3C1 (stereo unspecified)	.	i	-0.4%	.	-3.1	-27%	-42%	i	.
COCCNC(=O)c1ccc2c(=O)n(CCOC)c(SCC(=O)c3c[nH]c4ccccc34)nc2c1	?	i	4.2%	12%	.	-27%	-10%	.	.
CCN(CC)S(=O)(=O)c1cccc(-c2nnc(SCC(=O)N3CCC(C(=O)O)CC3)n2N)c1	-11%	i	-0.1%	1%	-5.0	-5%	1%	i	-6%
COc1ccc(C(=O)N2CCCC(Nc3ccc(C)c(C)c3)C2)cc1F (stereo unspecified)	0%	i	2.0%	2%	-0.5	8%	-18%	i	1%
CCCCN1C(=O)C(O)(CC(=O)c2ccc(C(C)(C)C)cc2)c2ccccc21 (stereo unspecified)	11%	.	-0.8%	-6%	.	?	-99%	.	.
COc1ccc(C2Nc3ccccc3C(=O)N2NS(=O)(=O)c2ccccc2)cc1OC (stereo unspecified)	16%	i	0.2%	-8%	-1.4	-7%	-19%	i	-2%
COc1ccc(OC)c(CCNC(=O)CCc2cn(C)c3ccccc23)c1	-6%	?	0.3%	2%	-1.6	-4%	-17%	i	-2%
O=C(Cn1c2c(c(-c3ccccc3)cc1=O)CCCC2)N1CCCCCC1	-13%	i	-0.9%	0%	-1.1	3%	-24%	i	-1%
Cc1ccc(S(=O)(=O)CC(C)(O)CS(=O)(=O)c2ccc(C)cc2)cc1	7%	i	-1.0%	1%	0.0	5%	-35%	i	1%
CCOC(=O)c1c(C)n(OC)c2ccc3c(no[n+]3[O-])c12	7%	i	-0.2%	-6%	-1.1	0%	0%	i	-9%
COc1ccccc1N(Cc1cc2cccc(C)c2[nH]c1=O)C(=O)c1cccc(Cl)c1	?	i	1.6%	?	.	1%	1%	.	.
CC(=O)N1c2ccc(S(=O)(=O)N3CCCCC3)cc2CC1C(=O)NCc1ccc(N(C)C)cc1 (stereo unspecified)	29%	i	-0.8%	-4%	-2.4	23%	5%	i	-1%
O=C1NC(=S)N/C1=C/c1cccnc1	-22%	i	0.5%	-6%	-0.7	-5%	-1%	i	-29%
C#CCOCCOCCOCCNc1nc(N2CCOCC2)nc(N2CCN(C(=O)[C@H](CCCCN)n3cc([C@@H](N)C(C)CC)nn3)CC2)n1 (stereo partly specified)	7%	i	-1.4%	-3%	0.9	-1%	0%	i	.
COC(=O)N/N=C/c1c(C)c(C(=O)c2ccc(F)cc2)n2ccccc12	?	?	4.4%	?	-0.4	-4%	-3%	i	0%

# Single records, as listed above.
# COc1ccccc1N(Cc1cc2cccc(C)c2[nH]c1=O)C(=O)c1cccc(Cl)c1 is listed as Nrf2 inh: ?; S2 tox: i; Nrf2 activator: 1.6%; A549 viability: ?; CCT modulator: .; TGFb SMAD3 inh: 1%; HepG2 tox: 1%; pAkt inh: .; MmCpn inh: .
# CCOC(=O)c1c(C)n(OC)c2ccc3c(no[n+]3[O-])c12 is listed as Nrf2 inh: 7%; S2 tox: i; Nrf2 activator: -0.2%; A549 viability: -6%; CCT modulator: -1.1; TGFb SMAD3 inh: 0%; HepG2 tox: 0%; pAkt inh: i; MmCpn inh: -9%

# More structures
SMILES	Nrf2 inh	S2 tox	Nrf2 activator	A549 viability	CCT modulator	TGFb SMAD3 inh	HepG2 tox	pAkt inh	MmCpn inh
CCCCN1/C(=C/c2cccc[n+]2C)Sc2cc(NC(C)=O)ccc21	0%	i	-0.6%	-2%	-0.6	-4%	-17%	i	-2%
CCc1nnc(NC(=O)CSc2ncc(-c3ccccc3)n2CC)s1	?	i	-0.6%	-13%	0.2	-3%	1%	i	-14%
CNC(=O)C1CCC(Cn2c(=O)c3sccc3n(CC(=O)Nc3ccccc3)c2=O)CC1 (stereo unspecified)	34%	i	0.0%	1%	.	1%	7%	.	.
COc1cc(C)ccc1OCCCOc1c(Cl)cccc1Cl	7%	i	0.6%	?	-0.2	-16%	-18%	i	-1%
COc1ccc(C(=O)/C=C2/c3ccccc3CC(C)(C)N2C)cc1	5%	?	0.1%	-18%	-0.3	-27%	-13%	i	0%
Cc1ccc(-n2nc(C)c3c(C)cc(=O)[nH]c32)cc1	.	i	0.6%	-2%	-0.6	1%	-22%	.	0%
CNC(=O)CC1C(=O)N(c2ccc(OC)cc2)C(=S)N1NC(=O)c1cccc(F)c1 (stereo unspecified)	6%	i	4.6%	4%	-1.5	12%	10%	i	-8%
CS(=O)(=O)N(CC(=O)N1CCc2ccccc2C1)Cc1ccc(F)cc1	6%	i	0.0%	-3%	-1.7	?	-20%	i	0%
Cc1ccc(N2C(=O)C(CN(C)C)C2c2ccccc2)cc1 (stereo unspecified)	10%	i	1.8%	-1%	0.1	29%	-92%	i	3%
COc1ccc(S(=O)(=O)N2CCCC2CNC(=O)C(=O)NCc2ccccc2Cl)cc1 (stereo unspecified)	-17%	i	1.7%	-3%	-3.0	30%[activator]	8%	i	-1%
CC1CC(=O)Nc2ccc([N+](=O)[O-])cc2N1C (stereo unspecified)	-18%	i	-0.6%	0%	-4.3	20%	7%	i	2%
Cc1ccc(Cn2c(=O)n(CCc3ccccc3)c(=O)c3sc4ccccc4c32)cc1	16%	i	-0.2%	5%	.	-16%	-9%	.	.
COc1ccc(C2C(C(=O)N3CC(C)CC(C)C3)c3ccccc3C(=O)N2C)cc1 (stereo unspecified)	10%	i	0.5%	-5%	-0.6	1%	-8%	i	1%
CSc1nsc(SC)c1NC(=O)N1CCCC1	-8%	i	-0.7%	-19%	-0.2	0%	-8%	i	-5%
COC(=O)c1ccccc1NC(=O)c1cc(CN2CCOCC2)on1	19%	i	3.4%	-1%	.	-3%	-7%	.	.
COc1ccc(N2C(=O)C3C4c5ccccc5C(C=Nc5ccc(C)cc5C)(c5ccccc54)C3C2=O)cc1 (stereo unspecified)	-41%	i	-0.1%	-19%	-0.9	5%	3%	i	.
Cc1c(C(=O)OCC(=O)Nc2cccc(S(N)(=O)=O)c2)oc2c1ccc1ccccc12	?	i	2.9%	-5%	2.0	?	-31%	i	-16%
O=C(CSc1nncs1)Nc1nccs1	-9%	i	-0.3%	-1%	-5.9	-3%	1%	i	1%
CCOC(=O)c1c(S(=O)(=O)NCCc2cccs2)c(C)n(C)c1C	-6%	i	-1.4%	-3%	-1.2	-30%	2%	i	1%
CCOc1ccc(C2c3[nH]c4ccccc4c3CCN2Cc2cn(CC)nc2C)cc1 (stereo unspecified)	13%	i	2.6%	1%	-1.6	-6%	-20%	i	-5%
CC(=O)c1cn(CC(=O)NCc2ccco2)c2ccccc12	6%	i	9.5%	-4%	-1.9	-12%	-15%	i	1%
Cc1ccnc(Sc2ncccc2[N+](=O)[O-])n1	0%	i	7.1%	1%	-1.6	6%	-2%	i	0%
O=C(O)c1ccc(-n2nnnc2SCc2ccccc2)cc1	0%	.	-0.1%	0%	-0.6	-10%	-6%	.	2%
CC1=C(/C=C/C(C)=C/C=C/C(C)=C/CO)C(C)(C)CCC1	2%	i	6.4%	23%	-3.5	-1%	-36%	i	.
COCCN(C(=O)CCSc1ccc(F)cc1)c1c(N)n(Cc2ccccc2)c(=O)[nH]c1=O	2%	i	0.4%	-3%	-1.2	5%	-8%	i	1%
O=C(Nc1c(C(=O)Nc2ccc(F)cc2)oc2ccccc12)c1cc2ccccc2o1	12%	i	3.5%	-2%	.	6%	-9%	.	.
Cc1cccc(-n2ncc3c(N4CCCCCC4)ncnc32)c1	.	.	-2.6%	12%	.	-4%	-25%	.	.
CC[C@]12c3[nH]c4ccc(Cl)cc4c3CCN1C(=O)[C@@H](CC(=O)NCCCOC)C[C@@H]2C(=O)N1CCN(C(=O)c2ccco2)CC1	3%	i	0.1%	0%	-0.6	1%	-8%	i	1%

# Bioassay records deposited in PubChem by National Center for Advancing Translational Sciences (NCATS).
